14-3-3g Raf: 14-3-3 gamma protein interaction modulation | FP, 14-3-3gamma / TMR-pS259-Raf peptide binding | P61981 | 160,000 compounds, 0.19% hits | inhibition, % at 40 µM; in the data active = inhibition above about 30%;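 also: 0% = protein plus tracer without compound and 100% = blank with tracer alone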
Target sequence (P61981 whole entry, looked up): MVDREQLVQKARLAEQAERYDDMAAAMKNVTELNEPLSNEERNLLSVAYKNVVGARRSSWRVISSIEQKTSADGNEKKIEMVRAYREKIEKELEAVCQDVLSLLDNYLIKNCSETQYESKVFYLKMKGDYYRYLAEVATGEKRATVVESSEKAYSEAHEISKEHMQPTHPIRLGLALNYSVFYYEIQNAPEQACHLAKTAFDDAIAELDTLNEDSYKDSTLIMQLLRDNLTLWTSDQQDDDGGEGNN
Starred values were filed as active, the others as inactive; & = joins results of further samples.

SMILES | 14-3-3g Raf
CCOc1ccc(-c2nnc(SCC(=O)N3CCCCC3CC)o2)cc1 (stereo unspecified) | -22
COc1ccc(-c2cc(C(=O)Nc3cccnc3)no2)cc1OC | -8
Clc1ccccc1Cn1nnc2c(N3CCCC3)ncnc21 | 2
Cc1cc(C)cc(NS(=O)(=O)c2ccc3nc(-c4ccccc4)[nH]c3c2)c1 | -16
Cc1cc(C(=O)NCCN2CCCCC2C)n(-c2ccccc2)n1 (stereo unspecified) | -1
CCOc1ccc(NC(=O)CC2C(=O)N(c3ccccc3)C(=S)N2Cc2ccccc2Cl)cc1 (stereo unspecified) | 3
CCn1c(SCC(=O)Nc2nonc2C)nnc1-c1ccco1 | 1
O=C(O)C1C2CCC(C2)C1C(=O)Nc1ccc(Cl)cc1 (stereo unspecified) | 7
CCCCCOC(=O)C1=C(C)Nc2nnnn2C1c1ccc(OC(F)F)cc1 (stereo unspecified) | -5
O=C(NCc1ccco1)C1CCC(Cn2c(=S)[nH]c3ccccc3c2=O)CC1 (stereo unspecified) | -8
CC1CCN(S(=O)(=O)c2ccc3[nH]c(=O)cc(C(=O)NC4CC4)c3c2)CC1 | 0
COc1cc2c(=O)n(C3CCCC3)c(=O)n(CC(=O)c3cccc(Br)c3)c2cc1OC | -5
Cc1c(Cl)cccc1N1C(=O)CSC12C(=O)Nc1ccccc12 (stereo unspecified) | 5
Cc1cccc2cc(CN(Cc3ccco3)C(=O)N3CCCC3)c(=O)[nH]c12 | -6
COc1ccc(OC)c(NS(=O)(=O)c2ccc3c(c2)c(=O)n(C)c(=O)n3C)c1 | -1
Nc1cc2c(cc1C(=O)c1ccccc1)OCCO2 | 1
COc1ccc(N2CCN(c3ncnc4sc(C(=O)Nc5ccccc5Cl)c(C)c34)CC2)cc1 | -10
N#CCc1nnc2n1-c1ccccc1CCC2 | 1
CSCCC(NS(=O)(=O)c1ccc2c(c1)oc(=O)n2C)C(=O)NC1CCC(C)CC1 (stereo unspecified) | 4
CCOC(=O)c1ccc(-n2cc(-c3cc4ccccc4oc3=O)[nH]c2=S)cc1 | 5
O=C(Nc1cccc(-c2cc3ccccc3oc2=O)c1)c1cc([N+](=O)[O-])ccc1Cl | -6
O=C(Nc1ccc2oc(-c3cccc4c(Br)cccc34)nc2c1)c1ccc([N+](=O)[O-])cc1 | -3
CCN(CC)c1ccc(C=Nc2ccc(C)cc2)cc1 | -7
CC1=C(C(=O)OCCOC(C)C)C(c2cccc(Cl)c2)C2=C(CC(c3cccs3)CC2=O)N1 (stereo unspecified) | -7
CCCCCCCNC(=O)C1CC(=O)Nc2ccccc21 (stereo unspecified) | -37

In the list so far, 2 have bromine.
SMILES | 14-3-3g Raf
COc1cc2c(=O)n(C3CCCC3)c(=O)n(CC(=O)c3cccc(Br)c3)c2cc1OC | -5
O=C(Nc1ccc2oc(-c3cccc4c(Br)cccc34)nc2c1)c1ccc([N+](=O)[O-])cc1 | -3

The listing picks up, repeating the four entries before the break.
SMILES | 14-3-3g Raf
O=C(Nc1ccc2oc(-c3cccc4c(Br)cccc34)nc2c1)c1ccc([N+](=O)[O-])cc1 | -3
CCN(CC)c1ccc(C=Nc2ccc(C)cc2)cc1 | -7
CC1=C(C(=O)OCCOC(C)C)C(c2cccc(Cl)c2)C2=C(CC(c3cccs3)CC2=O)N1 (stereo unspecified) | -7
CCCCCCCNC(=O)C1CC(=O)Nc2ccccc21 (stereo unspecified) | -37
CN(C)c1ccc(C=Cc2nc3ccc(I)cc3c(=O)n2CCO)cc1 | -54
COC(=O)c1cc(OC)c(OC)cc1NC(=O)CN1CCOCC1 | -10
CC(=O)N1CCc2cc(S(=O)(=O)CCC(=O)NC3CCCCC3)ccc21 | 16
COc1cc2c(cc1OC)C(Nc1nc(-c3ccccc3)cs1)=NC(C)(C)C2 | 3
CC[n+]1ccc(C)c2ccccc21 | 4
CCOC(=O)c1cnc2c(C)c(Cl)ccc2c1Nc1ccc(Cl)cc1 | -15
CC1=C(C(=O)OCCOc2ccccc2)C(c2ccsc2)C2=C(CCCC2=O)N1 (stereo unspecified) | 2
Cc1ccc(-c2nc(-c3ccccc3)c3ccccn23)cc1 | -80
CCN1CCN(C(=O)Cn2c(C)cc3ccccc3c2=O)CC1 | 3
CC(C)(C)C(=O)Cn1c(=O)n(Cc2cccs2)c(=O)c2cc(Cl)ccc21 | -3
Cc1cccc(NC(=O)CCc2ccc(C)o2)c1 | -5&0
CCOC(=O)c1cnc2c(C)cc(C)cc2c1Nc1ccc(C)cc1C | 1
CCCCNC(=O)CC1C(=O)N(Cc2ccccc2)C(C)c2nc3ccccc3n21 (stereo unspecified) | 7
CC1CCCCN1C(=O)CSc1nnc(-c2ccccc2Cl)o1 (stereo unspecified) | -12
Cn1nc(-c2ccc(N3CCCCC3)c(NC(=O)c3ccco3)c2)c2ccccc2c1=O | 0&-8
CCOC(=O)c1sc(NC(=O)CSc2nc3c(cc2C#N)CCC3)c(C#N)c1C | -16
COC(=O)C1C(=O)C2=C(CC1C)NC(C)=C(C(=O)OC1CCCC1)C2c1ccccc1OC (stereo unspecified) | 4
CCc1ccc(NC(=O)CCS(=O)(=O)c2ccc(Br)cc2)cc1 | -1
COc1ccc(C(CC(=O)c2ccccc2)Nc2ccc(F)cc2)cc1 (stereo unspecified) | 0
CCN1C(=O)NC(c2ccccc2Cl)C(C(=O)OC2CCCCC2)=C1C (stereo unspecified) | -2
COc1ccc(N=C2SC(CC(=O)Nc3ccc(OC)cc3OC)C(=O)N2C)cc1 (stereo unspecified) | -8
Cc1cccc(-n2ncc3c(Nc4cccc(C(F)(F)F)c4)ncnc32)c1 | 6
NC(=O)C1CCC(NC(=O)OCc2ccccc2)CC1 (stereo unspecified) | -6
CCC(c1nnnn1C1CCCC1)N1CCN(C(=O)c2ccco2)CC1 (stereo unspecified) | 0
Cc1sc2ncnc(Sc3nnnn3-c3ccc(Cl)cc3)c2c1C | -15

The final four entries of the section before open the next one.
SMILES | 14-3-3g Raf
Cc1cccc(-n2ncc3c(Nc4cccc(C(F)(F)F)c4)ncnc32)c1 | 6
NC(=O)C1CCC(NC(=O)OCc2ccccc2)CC1 (stereo unspecified) | -6
CCC(c1nnnn1C1CCCC1)N1CCN(C(=O)c2ccco2)CC1 (stereo unspecified) | 0
Cc1sc2ncnc(Sc3nnnn3-c3ccc(Cl)cc3)c2c1C | -15
COc1cccc(OC)c1C(=O)Nc1nnc(C2CCCCC2)s1 | -3
Oc1cccc(Oc2ccccc2)c1 | 11
Cc1ccc(OCC(O)Cn2c(N3CCOCC3)nc3c2c(=O)[nH]c(=O)n3C)cc1 (stereo unspecified) | 2
O=C(c1c(Cl)nc2sccn12)N(C(=O)c1c(Cl)nc2sccn12)c1ccc(Cl)cn1 | 5
O=c1oc2ccc(Cl)cc2cc1-c1nc(-c2ccccc2)cs1 | -125
O=C(OCC(=O)N1CCOCC1)C(c1ccccc1)c1ccccc1 | -6
CC1=C(C(=O)OC2CCCCC2)C(c2cccc(Br)c2)NC(=O)N1 (stereo unspecified) | 3
COc1ccccc1Cn1c(SCC(=O)NCc2ccco2)nc2ccc(Br)cc2c1=O | -21
CN(C)CCNC(=O)c1ccc(-n2c(=S)[nH]c3ccccc3c2=O)cc1 | -1
Cc1nnc(N(Cc2ccco2)C(=O)c2ccno2)s1 | 0
Cc1ccccc1OCC1Cn2c(nc3c2c(=O)[nH]c(=O)n3C)O1 (stereo unspecified) | -9
COc1ccc(-n2ncc3c(N4CCc5ccccc54)ncnc32)cc1 | -8
CCOc1cccc2c1NC(c1ccc(OC)c([N+](=O)[O-])c1)C1CC=CC21 (stereo unspecified) | 1
Clc1ccc(-c2nnc3ccccn23)cc1 | -1
CCOC(=O)CS(=O)(=O)c1ccc(C(=O)N2CCC(C)CC2)cc1[N+](=O)[O-] | -4
O=C(CN(c1ccc(F)cc1)S(=O)(=O)c1ccccc1)N1CCc2ccccc2C1 | -2
CCC(=O)N1CCc2cc(Br)cc(S(=O)(=O)N3CCCC(C(=O)N4CCN(c5ccccc5F)CC4)C3)c21 (stereo unspecified) | -9
CC1=C(C(=O)N2CCOCC2)C(c2cccc(O)c2)C2=C(CC(C)(C)CC2=O)N1 (stereo unspecified) | 0
Cc1ccc(C)c(NC(=O)CSc2ccccn2)c1 | -3
Cc1c(N)cccc1-c1nc2cc(Cl)ccc2o1 | -47
COc1cc(OC)cc(C(=O)N2CCN=C2SCc2cc(C)ccc2C)c1 | -11
Cc1cccc(NC(=O)c2n[nH]c(=O)c3ccccc23)n1 | 2
CCOc1cccc2c1OC(c1ccc(OC)c(OC)c1)N1N=C(c3cccs3)CC21 (stereo unspecified) | -14
COC(=O)c1ccc(C2Nc3ccccc3S(=O)(=O)N2Cc2ccccc2)cc1 (stereo unspecified) | -2
O=C(CCc1ccc(S(=O)(=O)N2CCOCC2)cc1)Nc1cc(Cl)ccc1N1CCOCC1 | -23

Pulled by compound from the list above:
SMILES | 14-3-3g Raf
Cc1cc(C(=O)NCCN2CCCCC2C)n(-c2ccccc2)n1 (stereo unspecified) | -1
Cc1cccc(-n2ncc3c(Nc4cccc(C(F)(F)F)c4)ncnc32)c1 | 6

The list continues.
SMILES | 14-3-3g Raf
Clc1cccc(-c2nc(-c3ccccn3)no2)c1 | -5&-4
COc1cc(OC)cc(-c2nnc(SCC(=O)N3CCC(C)CC3)o2)c1 | -7
Cc1cc(C)nc(Nc2ncc(O)n2-c2ccc(Cl)cc2)n1 | -6
CCS(=O)(=O)N1N=C(c2ccc(NS(C)(=O)=O)cc2)CC1c1ccc(F)cc1 (stereo unspecified) | 92*
CCn1cnc2sc(C(=O)N3CCC(C)CC3)c(C)c2c1=O | 12
O=S(=O)(NCCCN1CCCCCC1)c1cccc2nsnc12 | -2
Nc1cc(OC(=O)c2ccccc2Br)nn1S(=O)(=O)c1ccccc1 | -6&-10
Cc1oc2ccc(OCc3ccc([N+](=O)[O-])cc3)cc2c1C(=O)OC(C)C | -8
O=C(OCCN(CCOC(=O)c1ccncc1)S(=O)(=O)c1cccs1)c1ccncc1 | -6
O=c1c2c3c(sc2ncn1Cc1ccc(Cl)cc1)CCC3 | 1
O=C(c1cn(-c2ccccc2)nc1-c1ccc(F)cc1)N1CCOCC1 | -2
CC1CC(C)CN(S(=O)(=O)N2CCCC(C(=O)NCCCN3CCN(C)CC3)C2)C1 (stereo unspecified) | -5
Cn1c2c(c(=O)n(C)c1=O)CN(CCN1CCNCC1)CN2 | 6
COc1ncccc1O | 4
COc1ccc(S(=O)(=O)NCCc2cc3cc(C)c(C)cc3[nH]c2=O)cc1 | 3
COc1cccc(NC(=O)N(CCC(C)C)C2CCN(C(C)C)CC2)c1 | 0
O=C(c1nn2c(C(F)(F)F)cc(-c3cccs3)nc2c1Cl)N1CCN(Cc2ccccc2)CC1 | -9
O=C(Nc1nc2c(s1)CCCC2)c1cc2n(n1)C(C(F)(F)F)CC(C1CC1)N2 (stereo unspecified) | 3
CC(=O)c1ccc(NC(=O)c2ccc([N+](=O)[O-])o2)cc1 | -7
O=C(Nc1ccc2c(c1)OCO2)c1cnn2c(C(F)(F)F)cc(-c3ccco3)nc12 | -9
O=C(NCC1CCCO1)C1c2ccccc2C(=O)N1Cc1ccc(F)cc1 (stereo unspecified) | 0
C=CCOC(=O)Nc1ccc(Cl)cc1NC(=O)OCC=C | -12
Cc1c(C2OC(=O)C3(CCCCC3)C(=O)C2(C)C)c(=O)n(-c2ccccc2)n1C (stereo unspecified) | -3
CCN(CC)C(=O)CSc1nc2cc3c(cc2c(=O)n1Cc1ccc2c(c1)OCO2)OCO3 | -6&-10
O=C(Cc1ccc(-c2ccccc2)cc1)N1CCOCC1 | -15
(more compounds)
SMILES | 14-3-3g Raf
COc1ccc2c(c1)C(OC(C)=O)C(C)(C)C(c1ccccc1)N2 (stereo unspecified) | -3
O=C(NCCCSC1CCCCC1)Nc1ccccc1 | -1
O=C(CN1C(=O)C(=O)c2ccccc21)Nc1ccc(Br)cc1 | 3
CC(C(=O)NCCc1ccccc1)C1Sc2ccccc2N(Cc2ccccc2F)C1=O (stereo unspecified) | -8
Nn1c(-c2cccs2)nc2sc3c(c2c1=O)CCCC3 | -2
CC1CCCN(c2ccc(C(=O)NCCc3ccccc3)cn2)C1 (stereo unspecified) | -8
CCOc1cccc(C2C(C(=O)c3ccc(C)o3)=C(O)C(=O)N2c2nccs2)c1 (stereo unspecified) | -19
Cc1ccc(NC(=O)c2ccc(-c3ccccc3)cc2)c(Br)c1 | 1
COc1cc(Cl)c(S(=O)(=O)NCc2cccnc2)cc1Cl | -3
O=C(NCCc1ccccc1)c1ccc2nc(-c3ccco3)c(-c3ccco3)nc2c1 | -29
Nc1nc2ccccc2n1/N=C/c1ccc(Br)cc1 | -3
CC(=O)N1CCCc2cc(S(=O)(=O)CCC(=O)N3CCN(c4cccc(C)c4)C(C)C3)ccc21 (stereo unspecified) | -10
O=S(=O)(c1ccc(-c2csc(=Nc3cccc(Cl)c3)n2CCO)cc1)N1CCOCC1 | -6
COc1ccc(-c2cn(-c3ccc(Cl)cc3)c(=O)[nH]2)cc1 | -247
Cc1ccc(C)c(CN2C(=O)c3ccccc3Sc3ccc(C(=O)NC4CC4)cc32)c1 | -1
C#CCN1C(=O)C(O)(CC(=O)c2ccc(CC)cc2)c2cc(Br)ccc21 (stereo unspecified) | 6
Cc1ccc(SCC(=O)NCC(C)C)cc1 | -2
CC1CCCCN1Cc1nc2c(c(=O)n(C)c(=O)n2C)n1Cc1cccc2ccccc12 (stereo unspecified) | 1
Cc1cc2cc(C(c3nnnn3CC3CCCO3)N3CCCc4ccccc43)c(=O)[nH]c2cc1C (stereo unspecified) | -108
O=C(COc1ccc(-c2ccccc2)cc1)N1CCCc2ccccc21 | -11

These rows are one share of the data; the hit share may differ from the screen's.
